Assay outcomes (PubChem)
PKM2 act: activators of human pyruvate kinase M2. P14618. Potency, µM (series often up to 57.5 µM), without a hit: at the top dose activation, usual class: activators. AID 1631. hit rate 0.34% among 260,000. purified PKM2, Kinase-Glo ATP luminescence, activation; response scale: 0% is enzyme alone, no compound; note: potency is the fitted concentration of half-maximal effect; % is set by controls: 0 for no effect and ±100 for the full control effect; nearly all actives have a fitted effect of over 55% in size
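ATP formation by purified human PK-M2, quantified via coupled luciferase luminescence after 1 h at room temperature with 0.1 mM ADP and 0.5 mM PEP final.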
Menin MLL FP TR: menin-MLL binding inhibition, Texas Red mutant peptide; O00255; Menin + Texas Red MLL mutant peptide, fluorescence polarization; Potency, µM (doses to about 61.6 µM), for inactives: at the top dose FP activity change, negative = inhibition, most hits filed as inhibitors; hit rate 0.23% among 270,000; active = well fitted inhibition curve with a large enough effect in the polarisation, with a control signal flat, not every such curve was filed as active; inconclusive = small, poorly fitted or top-dose-only effect, or effect the other way, or a change in a side signal; inactive = no such curve, though single readings can be large or run the other way; the % refers to the polarisation; note: potency is the fitted concentration of half-maximal effect; % of control where 0% means no effect; many of its hits are not listed in these tables
Rab9 promoter act: activators of Rab9 promoter. AID 485297. hit rate 2.8% among 320,000. Huh7 Rab9 promoter-luciferase reporter, luminescence, 24 h. Potency, µM (titrated, usually from 9.22 µM), for inactives: at the top dose activation, negative = inhibition, actives largely listed as activators; note: potency is the fitted concentration of half-maximal effect; % of control where 0% means no effect; nearly all actives have a fitted effect of over 60% in size
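Cells were plated at 1500 per well in reduced-serum medium with 10% FBS and left 2 h. Compound in DMSO was then added for 24 h at 37 °C. Reporter signal was read by luminescence after 10 min with luciferase detection reagent.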
KCNH2 3.1 inh: blocks the human KCNH2 3.1 channel isoform; hit rate 0.95% among 340,000; AID 720553; U2OS KCNH2 3.1, thallium flux FluxOr; hits give low values; activity change, % (tested at about 1.8 µM);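 active = maximum activity change below -70%; inconclusive = maximum activity change from -70% to -50%; inactive = maximum activity change above -50%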;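 note: thallium influx rate constant from kinetic fluorescence after stimulation buffer; % is set by controls: 0 for no effect and ±100 for the full control effect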
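Normalized rate constant (relative to positive and negative DMSO controls) derived from a 2 min kinetic fluorescence read after stimulation; U2OS cells expressing the 3.1 isoform via virus at 1.77 x 10^8 /mL.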
ELG1 repair inh: ELG1-dependent DNA repair inhibition | HEK293T ELG1-luciferase reporter, luminescence, 16 h; DNA damage induced by 5-fluorouridine | Potency, µM (top dose mostly 46.1 µM), inactives show at the top dose activity change, negative = inhibition, actives largely listed as inhibitors | hit rate 2.3% among 330,000 | AID 504467; note: potency is the fitted concentration of half-maximal effect; % is set by controls: 0 for no effect and ±100 for the full control effect; nearly all actives have a fitted effect of over 55% in size
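HEK293T cells expressing luciferase-tagged ELG1 (2,000/well) received 5-Fluorouridine plus compound or DMSO for 16 hr at 37 °C. Luciferase was read by ONE-Glo luminescence after 30 min at room temperature.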
NPC1 promoter act: activators of NPC1 promoter. Huh7 NPC1 promoter luciferase reporter, 24 h. hit rate 2.4% among 320,000. Potency, µM (series often up to 9.22 µM), for inactives: at the highest dose activation, most hits filed as activators;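 note: potency is the fitted concentration of half-maximal effect; % of control where 0% means no effect; nearly all actives have a fitted effect of over 60% in size; reporter is driven by a mutant NPC1 promoter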
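In 1536-well qHTS, Huh7 cells harboring an NPC1 promoter–luciferase construct received compound for 24 h; activation was quantified by luminescence following luciferase reagent addition.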
Mito fusion yeast: mitochondrial division inhibition or fusion activation | hit rate 0.23% among 320,000 | Potency, µM (top dose mostly 46.1 µM), without a hit: at the top dose growth rescue (activation), usual class: activators | S. cerevisiae fusion-defective mutant growth rescue, CellTiterGlo 48 h;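 note: potency is the fitted concentration of half-maximal effect; % of control where 0% means no effect; nearly all actives have a fitted effect of over 45% in size; temperature-sensitive fusion mutants such as fzo1-1 at 37 °C on non-fermentable ethanol glycerol medium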
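S. cerevisiae fusion-defective temperature-sensitive mutants (e.g. fzo1-1, mgm1-5) grown 48 h at 37C in YPEG (ethanol/glycerol non-fermentable) medium with 23 nl compound per well; growth rescue read as CellTiterGlo luminescence.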
RORg inh: blocks mouse ROR gamma transcriptional activity; P51450; Drosophila S2 Gal4-RORgamma UAS-luciferase reporter, 20 h; Potency, µM (doses to about 53.6 µM), without a hit: top-dose activity change, negative = inhibition, hits mostly inhibitors; hit rate 5.4% among 310,000; AID 2551; note: potency is the fitted concentration of half-maximal effect; % is set by controls: 0 for no effect and ±100 for the full control effect; nearly all actives have a fitted effect of over 60% in size
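Using a luciferase readout, inhibitors were identified by reduced reporter activity in Drosophila cells coexpressing a copper-inducible Gal4–ROR gamma fusion and UAS-driven Photinus luciferase, incubated 20 hr after 700 uM copper sulfate.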
FLuc modulator: counter-screen for miR-21 project: firefly luciferase inhibitors or activators. P08659. purified FLuc, Km substrates, luminescence inhibition. Potency, µM (highest dose often 57.5 µM), without a hit: top-dose activity change, negative = inhibition, usual class: inhibitors. hit rate 6.9% among 360,000. AID 588342;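 note: potency is the fitted concentration of half-maximal effect; plate controls were vehicle for no effect and reference inhibitor for full effect; nearly all actives have a fitted effect of over 55% in size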
Target sequence (P08659 whole entry, looked up): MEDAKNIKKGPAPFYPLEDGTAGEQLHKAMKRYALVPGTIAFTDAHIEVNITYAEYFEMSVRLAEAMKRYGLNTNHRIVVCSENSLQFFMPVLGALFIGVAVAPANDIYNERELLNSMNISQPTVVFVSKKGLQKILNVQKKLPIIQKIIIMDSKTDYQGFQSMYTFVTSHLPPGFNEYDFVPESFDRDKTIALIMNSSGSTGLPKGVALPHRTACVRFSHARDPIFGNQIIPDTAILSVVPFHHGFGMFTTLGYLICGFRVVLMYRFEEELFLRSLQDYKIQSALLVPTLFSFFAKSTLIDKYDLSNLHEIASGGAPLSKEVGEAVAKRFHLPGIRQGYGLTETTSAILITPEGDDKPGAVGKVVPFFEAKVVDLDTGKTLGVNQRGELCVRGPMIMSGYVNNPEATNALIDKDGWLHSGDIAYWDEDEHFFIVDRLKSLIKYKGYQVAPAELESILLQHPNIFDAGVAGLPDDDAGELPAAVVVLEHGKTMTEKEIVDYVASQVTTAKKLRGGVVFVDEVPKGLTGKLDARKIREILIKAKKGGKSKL
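Purified P. pyralis luciferase (10nM final) with 10uM D-luciferin and 10uM ATP (Km levels) in 50mM Tris acetate pH 7.5, 10mM Mg acetate, 0.01% Tween-20, 0.05% BSA; qHTS 6-point titration, ~60 µM downward; luminescence read.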
VP16 counter: inhibits Gal4-VP16 luciferase reporter, ROR gamma counter-screen. Drosophila S2 Gal4-VP16 UAS-luciferase, luminescence, 20 h. Potency, µM (top dose mostly 53.6 µM), for the others: at the highest dose activity, negative = inhibition, actives largely listed as inhibitors. hit rate 3.5% among 310,000. AID 2546;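 note: Gal4-VP16 expression switched on by copper sulfate through the metallothionein promoter; potency is the fitted concentration of half-maximal effect; % is set by controls: 0 for no effect and ±100 for the full control effect; nearly all actives have a fitted effect of over 50% in size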
MBNL1-CUG inh: blocks human MBNL1 binding to CUG repeat RNA | Q9NR56 | TR-FRET MBNL1-His/biotin-(CUG)12 binding, 665/545 ratio | Potency, µM (top dose mostly 57.5 µM), for inactives: at the top dose activity change, negative = inhibition, most hits filed as inhibitors | hit rate 0.036% among 280,000; active = well fitted inhibition curve with a large enough effect in the signal ratio, with a control signal flat, not every such curve was filed as active; inconclusive = small, poorly fitted or top-dose-only effect, or effect the other way, or a change in a side signal; inactive = no such curve, though single readings can be large or run the other way; the % refers to the signal ratio; note: potency is the fitted concentration of half-maximal effect; % is set by controls: 0 for no effect and ±100 for the full control effect
Target sequence (Q9NR56 whole entry, looked up): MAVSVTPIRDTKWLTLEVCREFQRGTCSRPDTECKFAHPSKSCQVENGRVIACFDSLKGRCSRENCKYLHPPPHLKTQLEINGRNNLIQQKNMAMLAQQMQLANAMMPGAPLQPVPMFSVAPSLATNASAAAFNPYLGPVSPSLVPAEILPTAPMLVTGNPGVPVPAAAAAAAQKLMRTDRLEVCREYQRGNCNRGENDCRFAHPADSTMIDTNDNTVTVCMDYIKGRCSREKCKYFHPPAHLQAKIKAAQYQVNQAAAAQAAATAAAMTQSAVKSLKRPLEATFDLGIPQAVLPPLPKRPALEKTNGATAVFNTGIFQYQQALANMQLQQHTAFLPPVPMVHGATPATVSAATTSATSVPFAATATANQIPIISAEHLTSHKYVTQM
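Compounds (final 92 nM to 58 uM) are added to His-tagged MBNL1 and biotin-(CUG)12, then terbium anti-His antibody and streptavidin-XL665 (5 nM final). After 60 min at room temperature, the 665/545 nm ratio is read.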
* hit, by the source's call; ? = inconclusive; . = not tested or not shown; [ ] = remark or other dose. Unless noted, calls come from the whole dose curve; as a rule, active = well fitted curve in the direction sought with a large enough effect; inconclusive = small, poorly fitted or top-dose-only effect, or another doubt; inactive = no such curve, though single readings can be large; an effect the other way counts as inactive or inconclusive. The list is partial (hit frequency here may not be typical).

1	CCCCSc1ncc(C(=O)OCC)c(N)n1
2	O=C1CC(c2cccc(Cl)c2)CC(O)=C1C=NCCCO (stereo not given)
3	CC(=C1C(=O)c2ccccc2C1=O)N1CCN(c2ccccn2)CC1
4	CS(=O)(=O)Nc1ccc(C(=O)NCCSC2CCCCC2)cc1
5	COc1ccc(NC(=O)CCCNC(=O)c2ccc(Cl)cc2)c(OC)c1
6	O=Cc1sc([O-])nc1-[n+]1ccc2ccccc2c1
7	CC(=O)c1cccc(NC(=O)C2CC(=O)N(c3cccc(C)c3C)C2)c1 (stereo not given)
8	CC(C)Cn1c(CCCNC(=O)c2ccc(F)cc2)nc2ccccc21

screen / no.	1	2	3	4	5	6	7	8
PKM2 act	-2.1%	0.9%	-2.9%	-1.1%	-1.8%	-0.4%	1.7%	-10.1%
Menin MLL FP TR	-15.5%	-5.8%	-8.1%	5.8%	5.5%	.	-21.6%	4.2%
Rab9 promoter act	3.16µM*	2.8%	4.5%	-1.2%	2.1%	1.5%	-3.1%	-0.1%
KCNH2 3.1 inh	5.4	1.6	9.9	19.9	-14.7	13.5	-16.8	-0.6
ELG1 repair inh	?	-0.1%	0.6%	?	1.3%	9.3%	-1.2%	-16.2%
NPC1 promoter act	?	-1.9%	-0.4%	-0.5%	-2.6%	-0.4%	-0.3%	-1.7%
Mito fusion yeast	3.6%	-8.7%	3.3%	-0.7%	6.3%	-1.7%	-1.6%	-2.4%
RORg inh	12.9%	13.4%	-13.5%	23.3%	-0.3%	-9.9%	14.3%	-11.4%
FLuc modulator	3.79µM*	1.8%	-5.3%	-9.7%	-1.2%	-1.5%	-1.3%	-1.0%
VP16 counter	?	-2.7%	-1.4%	14.2%	-3.4%	-2.3%	2.8%	2.7%
MBNL1-CUG inh	-0.8%	2.0%	26.3%	6.9%	-1.9%	1.1%	-4.3%	-8.9%

9	COc1ccc(/C(N)=N/OC(=O)CSc2ccc(C)cc2)cc1
10	O=S1(=O)CCN(Cc2ccc(Cl)c(C(F)(F)F)c2)CC1
11	COc1ccccc1NC(=O)c1cnc2c(-c3ccccc3)c(C)nn2c1C
12	Cn1ccnc1C(O)(c1ccccc1)c1nccn1C
13	Cc1ccc(CNC(=O)c2nnc(CS(=O)(=O)c3ccccc3)o2)cc1
14	COc1ccc(CCNC(=O)CCOc2ccc(C)cc2)cc1OC
15	O=C1NC(=O)[C@@H]2C3c4ccccc4C=CN3[C@H](C(=O)c3cccs3)[C@H]12 (stereo not given in full)
16	Cc1c(OCC(=O)N(C)C)ccc2c3c(c(=O)oc12)CCCCC3

screen / no.	9	10	11	12	13	14	15	16
PKM2 act	0.5%	-1.7%	-12.4%	-6.1%	5.4%	1.8%	15.7%	-6.7%
Menin MLL FP TR	-3.1%	0.1%	11.7%	.	0.0%	.	1.2%	2.5%
Rab9 promoter act	-1.3%	-3.2%	-8.3%	0.7%	9.7%	0.4%	6.0%	0.5%
KCNH2 3.1 inh	-32.8	-20.1	-15.5	3.6	-3.9	-3.0	.	-0.9
ELG1 repair inh	-5.8%	1.1%	?	13.2%	11.2%	0.0%	?	-6.7%
NPC1 promoter act	-2.2%	-4.4%	-3.7%	0.1%	-0.3%	-7.8%	-0.4%	4.3%
Mito fusion yeast	2.6%	-3.1%	13.5%	-4.9%	-0.7%	4.2%	7.0%	-6.5%
RORg inh	23.6%	?	12.1%	-17.1%	11.8%	3.0%	?	1.5%
FLuc modulator	?	-1.8%	0.0%	-0.8%	-0.9%	5.4%	?	-8.0%
VP16 counter	-27.4%	7.5%[10 µM]	-22.1%	-8.4%	4.1%	-1.6%	?	2.6%
MBNL1-CUG inh	-5.2%	-2.3%	11.8%	.	-5.3%	-3.7%	?	8.5%

17	CCOc1ccccc1-c1nc(SCC(=O)O)n[nH]1
18	CCC(CC)c1nnc(NC(=O)c2ccc(N3CCCCC3)c([N+](=O)[O-])c2)s1
19	COc1cccc(NC(=O)CC2C(=O)NCCN2C(=S)Nc2ccc(F)cc2)c1 (stereo not given)
20	CC(C)CCNC(=O)CSc1nc2ccccc2c(=O)[nH]1
21	Cn1c(=NC(=O)CSCC(=O)N2CCOCC2)sc2ccccc21
22	CNC(=S)Nc1cc(C(F)(F)F)ccc1Cl
23	COC(=O)c1c(C#N)c(N)nc2c1CCCC2
24	O=C(C1=C(O)C(=O)N(CCN2CCOCC2)C1c1ccc(Br)cc1)c1cc2ccccc2o1 (stereo not given)

screen / no.	17	18	19	20	21	22	23	24
PKM2 act	-10.9%	4.0%	0.2%	-2.2%	-5.2%	6.0%	-2.1%	.
Menin MLL FP TR	0.3%	-3.1%	?	.	-8.8%	0.4%	-0.4%	.
Rab9 promoter act	11.4%	-3.1%	-6.0%	-4.1%	-6.9%	-5.9%	-10.9%	-2.9%
KCNH2 3.1 inh	1.7	-8.1	7.7	-15.4	-15.1	14.0	4.4	-17.6
ELG1 repair inh	8.6%	5.1%	-12.9%	22.7%	8.0%	-13.2%	-1.7%	11.6%
NPC1 promoter act	0.5%	-4.1%	-1.1%	1.0%	-1.6%	-0.3%	1.9%	-16.7%
Mito fusion yeast	1.1%	4.7%	3.4%	0.5%	-1.6%	-5.8%	-0.3%	0.2%
RORg inh	3.2%	?	29.9%	-2.7%	10.6%	-21.4%	14.8%	8.8%
FLuc modulator	-3.5%	-1.7%	1.7%	-3.3%	-8.6%	-0.2%	4.2%	-1.6%
VP16 counter	0.5%	?	1.8%	11.9%	-3.6%	2.1%	0.1%	-4.6%
MBNL1-CUG inh	-5.6%	-9.4%	-1.8%	-1.4%	-3.3%	.	9.9%	?

25	O=c1cc(O)c(-c2cccc(Cl)c2)c(Cl)[nH]1
26	C/C(=N\Nc1ccc(C#N)cc1[N+](=O)[O-])c1ccc(C)o1
27	CC(C)CCOCC(=O)Oc1ccccc1C(=O)O
28	CCN1CCN(S(=O)(=O)c2ccc(C(=O)Nc3ccccc3)cc2)CC1
29	COc1cccc(NC(=O)C2CC(=O)N(Cc3ccco3)C2)c1 (stereo not given)
30	CCOc1ccc(Nc2nnc(Cc3ccc(OC)cc3)c(=O)[nH]2)cc1
31	NNc1nc(-c2ccccc2)cc(-c2ccccc2)n1
32	CCOc1cc(-c2ccc3c(c2)OCO3)cc(=O)c2c(C)oc(C)c12

screen / no.	25	26	27	28	29	30	31	32
PKM2 act	-3.4%	-5.6%	2.5%	3.1%	.	-2.0%	-5.5%	5.9%
Menin MLL FP TR	13.4%	.	2.3%	17.1%	.	7.8%	19.6%	0.3%
Rab9 promoter act	-3.6%	-12.0%	0.0%	6.2%	-0.7%	-4.0%	-3.9%	-0.8%
KCNH2 3.1 inh	-0.3	-12.7	-1.6	-4.7	2.6	12.2	-12.3	.
ELG1 repair inh	3.2%	?	-0.3%	2.1%	20.1%	-7.3%	?	-0.5%
NPC1 promoter act	-3.4%	-1.5%	1.8%	-0.8%	-1.1%	0.8%	-2.1%	-3.3%
Mito fusion yeast	-0.3%	-5.7%	-0.5%	5.4%	1.4%	-3.0%	13.5%	6.3%
RORg inh	-2.4%	?	-11.8%	-0.5%	.	1.9%	4.47µM*	16.4%
FLuc modulator	-0.2%	-0.3%	0.6%	1.5%	-7.4%	0.1%	?	5.9%
VP16 counter	2.7%	-3.0%	-7.8%	11.8%	.	11.0%	-9.0%	1.0%
MBNL1-CUG inh	-7.7%	15.3%	-8.7%	-0.9%	.	-2.4%	-0.9%	15.2%

Entries of single compounds from above. Order of values: PKM2 act	Menin MLL FP TR	Rab9 promoter act	KCNH2 3.1 inh	ELG1 repair inh	NPC1 promoter act	Mito fusion yeast	RORg inh	FLuc modulator	VP16 counter	MBNL1-CUG inh
Cn1c(=NC(=O)CSCC(=O)N2CCOCC2)sc2ccccc21 is listed as -5.2%	-8.8%	-6.9%	-15.1	8.0%	-1.6%	-1.6%	10.6%	-8.6%	-3.6%	-3.3%
Cc1c(OCC(=O)N(C)C)ccc2c3c(c(=O)oc12)CCCCC3 is listed as -6.7%	2.5%	0.5%	-0.9	-6.7%	4.3%	-6.5%	1.5%	-8.0%	2.6%	8.5%
